HTT aggregate – qHTS Multiplex Assay to Identify Dual Action Probes in a Cell Model of Huntington: Aggregate Formation (GFP). Potency, µM (highest dose often 46.1 µM), for the others: at the top dose activity change, negative = inhibition, actives largely listed as inhibitors. AID 1688, 2009. PC12 HttQ103-GFP aggregates, Acumen cytometry, 40 h. 220,000 tested, 1.1% active; note: potency is the fitted concentration of half-maximal effect; % is set by controls: 0 for no effect and ±100 for the full control effect; nearly all actives have a fitted effect of over 60% in size
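Compounds (qHTS titration) were added to PC12 cells expressing an ecdysone-driven HTT exon 1 Q103–GFP fusion after induction with 100 nM tebufenozide. Aggregate formation was measured as GFP objects in cell lysates.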
KinaseGlo FLuc – Counterscreen for Luciferase (Kinase-Glo TM) Inhibition | Kinase-Glo luciferase, ATP luminescence, 8 min | Potency, µM (doses to about 38.3 µM), for the others: at the top dose activity change, negative = inhibition, actives largely listed as inhibitors | Luciferin 4-monooxygenase (Photuris pensylvanica), Q27757 | AID 1379, 2008 | 200,000 tested, 0.28% active; note: potency is the fitted concentration of half-maximal effect; % is set by controls: 0 for no effect and ±100 for the full control effect; nearly all actives have a fitted effect of over 60% in size
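Inhibition of Kinase-Glo luciferase light generation was assessed at 10 uM ATP in pH 7.2 imidazole buffer, with luminescence measured after eight minutes at ambient temperature.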
Epigenetic derep – Quantitative High-Throughput Screen for Regulators of Epigenetic Control. murine LDR cells, GFP reporter derepression, 30 h. Potency, µM (highest dose often 53.9 µM), for inactives: top-dose GFP activation, hits mostly activators. 280,000 tested, 0.2% active; note: potency is the fitted concentration of half-maximal effect; % of control where 0% means no effect; nearly all actives have a fitted effect of over 60% in size
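Murine LDR cells carrying a silenced, genomically integrated CMV-driven GFP reporter were exposed to compound for 30 hours at 37 C. After PBS washes, GFP-positive cells (20–120 um objects) were counted by laser-scanning microplate cytometry.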
Lamin A splicing – qHTS Assay for Modulators of Lamin A Splicing. HeLa LMNA splicing GFP/RFP minigene ratio, 48 h. Potency, µM (series often up to 46.1 µM), inactives show at the highest dose ratio change, negative = inhibition, most hits filed as inhibitors. 200,000 tested, 0.01% active; active = well fitted inhibition curve with a large enough effect in the signal ratio, with a control signal flat, not every such curve was filed as active; inconclusive = small, poorly fitted or top-dose-only effect, or effect the other way, or a change in a side signal; the % refers to the signal ratio; note: potency is the fitted concentration of half-maximal effect; % is set by controls: 0 for no effect and ±100 for the full control effect
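S3 HeLa cells stably expressing lamin A-EGFP splicing minigene plus DsRed2, 600 cells/well, 48 h compound exposure at 37C. Laser-scanning cytometry; analysed as GFP (500-530 nm)/RFP (575-640 nm) total intensity ratio; 0.5% DMSO vehicle.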
IMPase Li cell – qHTS Assay for Identifying the Cell-Membrane Permeable IMPase Inhibitors: Potentiation with Lithium; CHO-M1 cells, IP1 TR-FRET (IP-One), carbachol + lithium; Potency, µM (highest dose often 59.4 µM), inactives show at the top dose activity, negative = IMPase inhibition, actives largely listed as inhibitors; 210,000 tested, 0.35% active; AID 1457, 2008;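 note: IP1 builds up when IMPase is blocked and the TR-FRET signal falls; potency is the fitted concentration of half-maximal effect; plate controls were basal vehicle for no effect and high inhibitor control for full effect; nearly all actives have a fitted effect of over 50% in size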
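CHO-M1, 2000 cells/well, 16–30 h culture; cpd + low Li+, 30 min 37C; lysis with d2-IP1/Eu-anti-IP1 Ab, 10 min RT; TR-FRET 665/620 ratio and 620 channel; AC50 via Hill.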
CBFb-RUNX1 inh – qHTS Assay for Compounds Blocking the Interaction Between CBF-beta and RUNX1 for the Treatment of Acute Myeloid Leukemia | Runt-related transcription factor 1 (Homo sapiens) + Core-binding factor subunit beta … | AlphaScreen CBFb-His/RUNX1-biotin binding, biochemical | Potency, µM (doses to about 59.8 µM), for inactives: top-dose activity, negative = inhibition, actives largely listed as inhibitors | 230,000 tested, under 10 active | AID 1477, 2009; note: % of control where 0% means no effect
Target sequence (Q01196 whole entry, looked up): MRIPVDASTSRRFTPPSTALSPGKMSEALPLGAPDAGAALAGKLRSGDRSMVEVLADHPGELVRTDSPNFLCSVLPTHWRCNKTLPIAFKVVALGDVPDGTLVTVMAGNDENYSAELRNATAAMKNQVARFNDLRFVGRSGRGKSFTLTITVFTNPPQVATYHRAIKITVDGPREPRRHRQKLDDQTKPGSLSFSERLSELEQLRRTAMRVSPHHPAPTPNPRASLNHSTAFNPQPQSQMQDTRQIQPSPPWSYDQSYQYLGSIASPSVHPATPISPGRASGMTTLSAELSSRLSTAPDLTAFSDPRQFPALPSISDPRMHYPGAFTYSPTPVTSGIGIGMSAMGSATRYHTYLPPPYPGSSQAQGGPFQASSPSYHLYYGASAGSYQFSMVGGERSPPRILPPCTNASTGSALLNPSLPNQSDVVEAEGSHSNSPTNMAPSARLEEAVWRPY
Target sequence (Q13951 whole entry, looked up): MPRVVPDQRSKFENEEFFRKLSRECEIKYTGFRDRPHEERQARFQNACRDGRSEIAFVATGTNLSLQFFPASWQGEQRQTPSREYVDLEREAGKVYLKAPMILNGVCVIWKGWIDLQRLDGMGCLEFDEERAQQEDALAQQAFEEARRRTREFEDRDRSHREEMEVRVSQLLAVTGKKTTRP
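Bead-based AlphaScreen assay; binding partners His-tagged CBF-beta and biotinylated RUNX1 at 30 nM each. Compound exposure 15 min after a 20-min protein preincubation; bead step 90 min; all steps at room temperature.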
NPSR antagonist – qHTS Assay for Antagonists of the Neuropeptide S Receptor: cAMP Signal Transduction | AID 1461, 2008 | CHO-NPSR cells, cAMP TR-FRET, antagonist mode | Potency, µM (titrated, usually from 38.3 µM), for the others: at the top dose activity change, negative = inhibition, usual class: inhibitors | Q6W5P4 | 220,000 tested, 1% active; note: potency is the fitted concentration of half-maximal effect; % is set by controls: 0 for no effect and ±100 for the full control effect; nearly all actives have a fitted effect of over 50% in size; many of its hits are not listed in these tables
Target sequence (Q6W5P4 whole entry, looked up): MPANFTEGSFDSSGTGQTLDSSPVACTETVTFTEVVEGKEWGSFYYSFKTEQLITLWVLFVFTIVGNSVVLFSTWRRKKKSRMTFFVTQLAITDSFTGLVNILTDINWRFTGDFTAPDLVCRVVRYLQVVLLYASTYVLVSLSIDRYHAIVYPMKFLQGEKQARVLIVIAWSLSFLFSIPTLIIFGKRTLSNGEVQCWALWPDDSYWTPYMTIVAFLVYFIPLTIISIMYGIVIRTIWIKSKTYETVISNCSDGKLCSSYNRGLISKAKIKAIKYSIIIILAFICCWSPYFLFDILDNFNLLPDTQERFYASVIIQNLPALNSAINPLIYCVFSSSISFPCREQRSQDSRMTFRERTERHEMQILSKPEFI
* marks the source's active call; other numbers are inactive results; ? = inconclusive; . = no result given; & = joins results of further samples; [ ] = remark or other dose. Unless noted, calls come from the whole dose curve; as a rule, active = well fitted curve in the direction sought with a large enough effect; inconclusive = small, poorly fitted or top-dose-only effect, or another doubt; inactive = no such curve, though single readings can be large; an effect the other way counts as inactive or inconclusive.

SMILES | HTT aggregate | KinaseGlo FLuc | Epigenetic derep | Lamin A splicing | IMPase Li cell | CBFb-RUNX1 inh | NPSR antagonist
CN1C2CCC1CC(OC(=O)c1ccc([N+](=O)[O-])cc1)C2 (centres undefined) | -3% | 2% | 1.0% | -11% | 14% | -1% | 13%
CCCC[N+]12CCC(CC1)C(=C(c1ccccc1)c1ccccc1)C2 | ? | -1% | 0.0% | -1% | 26% | -1% | -1%[46.1 µM]
Cc1ccc(N2C(=O)NC(=O)/C(=C\c3cc(C)n(-c4sc5c(c4C#N)CCCC5)c3C)C2=O)cc1 | 11% | 0% | 13% | -5% | 11% | -11% | -11%
CC(=O)c1cn(Cc2ccccc2C#N)c2ccccc12 | 11%[9.22 µM] | -2% | 0.0% | . | ? | 6% | 34%
CSCCC(N=Cc1c(O)n(-c2ccc(Cl)cc2)c(=O)[nH]c1=O)C(=O)OC(C)(C)C (centres undefined) | 5% | -3% | 0.8% | -12% | 28%[38.3 µM] | -2% | -22%[46.1 µM]
CCOc1ccccc1N=C1SCCCN1C | -12% | -4% | 1.6% | 22% | 20%[38.3 µM] | 0% | -12%[46.1 µM]
O=C(COc1ccc(Cl)cc1)N1CCN(C/C=C/c2ccccc2)CC1 | -2%[1.84 µM] | 7% | 1.8% | ? | 20%[38.3 µM] | -5% | ?
COc1ccc2nc(NC3=NCCN3)sc2c1 | -12% | -13% | -0.1% | -4% | 4% | 1% | 9%
OCC#CC[N+]1(CC#Cc2ccccc2)CCOCC1 | -5% | 0% | -1.2% | . | 4% | -11% | 37%
COC(=O)C(O)(c1c(C)[nH]c2ccccc12)C(F)(F)F (centres undefined) | 16% | -4% | -1.4% | 10% | 0%[38.3 µM] | 6% | -9%[46.1 µM]
CCOC(=O)c1c(NC(NC(=O)CF)C(Cl)(Cl)Cl)sc2c1CCCC2 (centres undefined) | 7% | 0% | 0.0% | ? | -2% | -10% | -38%
COc1ccc(/C=N/N=C(/N)N[N+](=O)[O-])c(OC)c1 | 13% | 3% | -0.8% | ? | -8%[38.3 µM] | 0% | 7%[46.1 µM]
CCN(CC)CCNC(=O)c1c(O)c2ccccc2n(Cc2ccccc2)c1=O | -11% | -5% | 1.0% | 10% | 2%[38.3 µM] | 0% | -8%[46.1 µM]
CC1=NN(c2ccccc2)C(=O)C1/C=C1/C(=O)NC(=O)N(c2cc(C)cc(C)c2)C1=O (centres undefined) | 2% | -9% | -0.8% | -5% | -1%[38.3 µM] | -5% | 3%[46.1 µM]
Cc1cc(C(=O)C[N+]23CCN(CC2)CC3)c(C)n1-c1ccc(Br)cc1 | 13% | -4% | 1.1% | -16%[46 µM] | -1% | -4% | -8%
CP(=O)(Nc1ccccc1)C(Cl)(Cl)Cl (centres undefined) | 7% | 3% | -5.3% | -16%[46 µM] | -8% | 3% | 10%
C[N+](C)(C)CCc1ccc(O)cc1 | -4%[9.22 µM] | . | -4.5% | . | 4% | 6% | 1%
Cc1cc(O)c2c(c1)C(=O)c1cc(O)cc(O)c1C2=O | . | -8%&-6% | -1.1%&-1.2% | ? | 16%&40%&14% | ? | -18%[46.1 µM]
CCOC(=O)c1c(/N=C/c2c(O)n(-c3cccc(C)c3)c(=O)[nH]c2=O)sc2c1CCCC2 | 12% | -1% | -4.7% | -6% | 5% | 4% | -26%
Cc1cc(/C=C2/C(=O)NC(=O)N(Cc3ccco3)C2=O)c(C)n1-c1ccccc1O | 1%[9.22 µM] | . | 2.4% | . | . | ? | -35%
O=C1CC(=O)N(c2ccc3c(c2)OCO3)C(=O)N1 | 8% | 2% | -2.1% | -11% | 17%[38.3 µM] | 4% | -5%[46.1 µM]
CN1C(=O)C(=Cc2ccc(SC3CCCCC3)o2)C(=O)N(C)C1=O | -21% | -5% | -0.1% | . | -6% | -5% | -13%
CC(=NC(C)c1ccccc1)c1c(O)[nH]c(=O)[nH]c1=O (centres undefined) | 30% | -1% | -0.2% | ? | 4%[38.3 µM] | 2% | -4%[46.1 µM]
Oc1ccc2c3c1OC1C(O)CC[C@@]4(O)[C@@H](C2)N(CC2CCC2)CC[C@]314 (some centres undefined) | . | . | -1.1% | 7%[46 µM] | . | 3% | 18%
O=C(C(Cc1ccccc1)NS(=O)(=O)c1cccc2nsnc12)N1CCC2(CC1)OCCO2 (centres undefined) | 2% | -1% | 1.0% | 9% | 11%[38.3 µM] | 2% | -12%[46.1 µM]
N#Cc1cc2c(nc1SCC(=O)Nc1ccc(Cl)cc1)C1CCN2CC1 | 8% | 2% | 1.2% | ? | 8%[38.3 µM] | 10% | -22%[46.1 µM]
CC(C)(C)NCC1(CO)SC(N)=NC1=O (centres undefined) | 22µM* | -4% | -2.5% | ? | -12%[38.3 µM] | -1% | 4%[46.1 µM]
COc1cc(C(c2c(O)c3ccccc3oc2=O)c2c(C)n(C)n(-c3ccccc3)c2=O)ccc1O (centres undefined) | 26% | 2% | 3.8%&-1.8% | -3% | 2% | 4% | -1%
CC1(C)C2([N+](=O)[O-])CN3CC1([N+](=O)[O-])CN(C2)C3c1ccccn1 (centres undefined) | -8%[9.22 µM] | . | -0.5% | . | . | 5% | 6%
CN1CCN(CC(=O)Nc2ccc(Cl)cc2C(=O)c2ccccc2)CC1 | -12% | 1% | -1.0% | 8% | 12%[38.3 µM] | 5% | 7%[46.1 µM]
Cc1ccc(C(C)C)c(OCC#CCN2CCCC2)c1 | 14% | -3% | 2.3% | ? | 28% | 2% | -20%
C[C@@H]1O[C@H](O[C@@H]2CC[C@@]3(C=O)[C@H]4CC[C@@]5(C)[C@@H](C6=CC(=O)OC6)CC[C@@]5(O)[C@@H]4CC[C@]3(O)C2)C[C@H](O)[C@@H]1O | . | 0%[17.1 µM] | -0.3%[16.9 µM] | ? | 2% | 6%[21.7 µM] | .
CC(C)c1ccc(OCC(=O)N2CCN(C)CC2)c(Br)c1 | 7% | -3% | -0.9% | 1% | 12%[38.3 µM] | 5% | -4%[46.1 µM]
O=c1[nH]c(=S)n(-c2ccccc2)c(O)c1C=NCc1ccccn1 | 6%[9.22 µM] | . | 1.1% | . | . | -7% | -7%
CCC(Sc1ccccc1)C(=O)OC1CC2CCC(C1)N2C (centres undefined) | . | . | 0.0% | . | 42%[activator] | 18% | .
O=C(CN1CCN(Cc2cccc(Cl)c2)C1=O)N1CCC2(CC1)OCCO2 | -4% | 0% | 0.7% | -6% | 19%[38.3 µM] | -1% | -3%[46.1 µM]
N[C@H](CCP(=O)(O)O)C(=O)O | . | 3%&1% | -6.2%&-0.3% | . | -4%&3% | 4%&-7%[21.7 µM] | .
COc1ccc(N2C(=O)/C(=C/c3cc(C)n(-c4ccc(C)cn4)c3C)C(=O)NC2=S)c(OC)c1 | 10%[9.22 µM] | 1% | -2.3% | -24%[46 µM] | 15% | -14% | -55%
COc1ccc(C(=O)C2CN(C)CC2c2ccc(Cl)cc2)cc1 (centres undefined) | 10%[9.22 µM] | 1% | 1.1%[10.1 µM] | -4%[46 µM] | 8% | -2% | -13%
O=C1CCN(C(=O)C(Cl)Cl)N1 | -12% | -3% | 1.1% | -8%[46 µM] | -4% | -12% | 8%

For reference, 2 of the compounds above.
SMILES | HTT aggregate | KinaseGlo FLuc | Epigenetic derep | Lamin A splicing | IMPase Li cell | CBFb-RUNX1 inh | NPSR antagonist
Cc1ccc(C(C)C)c(OCC#CCN2CCCC2)c1 | 14% | -3% | 2.3% | ? | 28% | 2% | -20%
C[C@@H]1O[C@H](O[C@@H]2CC[C@@]3(C=O)[C@H]4CC[C@@]5(C)[C@@H](C6=CC(=O)OC6)CC[C@@]5(O)[C@@H]4CC[C@]3(O)C2)C[C@H](O)[C@@H]1O | . | 0%[17.1 µM] | -0.3%[16.9 µM] | ? | 2% | 6%[21.7 µM] | .

Later entries
SMILES | HTT aggregate | KinaseGlo FLuc | Epigenetic derep | Lamin A splicing | IMPase Li cell | CBFb-RUNX1 inh | NPSR antagonist
Cc1cccc(C2=NCC(=O)N(CC(=O)NCc3ccco3)c3sc4c(c32)CCCC4)c1 | 11µM* | -4% | 2.2% | -4% | 38%[activator][38.3 µM] | 10% | ?
CCOC(=O)C1=C(N)Oc2cc(C)oc(=O)c2C12C(=O)N1c3c(cc(OC)cc32)C(C)=CC1(C)C (centres undefined) | 10% | 0% | -1.1% | 13% | 25%[38.3 µM] | 1% | -9%[46.1 µM]
COC(=O)c1nc(-c2ccc3c(n2)C(=O)C(N)=C(OC)C3=O)c(N)c(-c2ccc(OC)c(OC)c2O)c1C | -10%[9.22 µM] | . | -2.3% | . | . | -7% | -27%
CCN(c1ccc(C(O)(C(=O)OC)C(F)(F)F)cc1)S(=O)(=O)c1ccccc1 (centres undefined) | -7%[9.22 µM] | -2% | -0.5% | -2% | 1%[38.3 µM] | 2% | -18%[46.1 µM]
COc1cc2c(cc1OC)[C@H](C)NCC2 | . | 1%[17.1 µM] | -1.4%[16.9 µM] | 2% | -5% | 12%[21.7 µM] | .
CC1CCC/C=C/C2CC(O)CC2C(O)/C=C/C(=O)O1 (centres undefined) | 1µM* | -1% | 4.1% | ? | 17%[38.3 µM] | 5% | ?
CN1CCN(C(=O)Cc2nc3ccccc3[nH]2)CC1 | 5% | -1% | -0.7% | ? | -5%[38.3 µM] | 7% | 4%[46.1 µM]
CN1CCC(OC(=O)C2c3ccccc3Oc3ccccc32)CC1 | -15% | -4% | 0.8% | 0% | 20%[38.3 µM] | 6% | 9%[46.1 µM]
COc1ccc(-c2nn(CCC#N)cc2C(=O)NCc2ccccc2)cc1 | 1%[9.22 µM] | . | -4.3% | . | . | 1% | 8%
ON1C2CCCCC2N(O)C1c1ccccc1 (centres undefined) | 9% | 1% | -4.2% | 10% | 23%[38.3 µM] | 0% | -4%[46.1 µM]
CN(C)CC/C=C1\c2ccccc2Sc2ccc(Cl)cc21 | -40%&-7% | -5%[7.66 µM] | 0.8% | ? | 19%&35%&28%&7% | -6% | -13%
C[C@H]1CC[C@@]2(C)[C@@H](CC[C@@H]3[C@@H]2CC[C@]2(C)[C@@H](O)CC[C@@H]32)C1 | -1%[9.22 µM] | . | -3.0% | -7%[46 µM] | . | 1% | -5%
CCC(=O)N1N=C(c2c(O)n(CCc3ccccc3)c(=O)[nH]c2=O)CC1c1ccc(OC)c(OC)c1 (centres undefined) | -10%[9.22 µM] | . | -1.0% | . | . | -14% | 17%

The list is partial; count on the stated rates, not on these rows.
